Imprint erasure = induces erasure of genomic imprints in mouse ES cells. Potency, µM (doses to about 60.7 µM), without a hit: at the top dose activity change, positive = activation, actives largely listed as activators. AID 1948. mouse ES Peg3-LacZ reporter, beta-gal luminescence, 40 h. 0.02% of 110,000 active;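 also: 0% = negative control wells on the plate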
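Gelatin-coated wells received 300 freshly trypsinized female ES cells with a Peg3LacZ-Neo reporter on the maternal allele, then incubated 40 hours at 37C. BetaGlo was added for 5 minutes at room temperature before a single luminescence read.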
p53ts 39C kill = cytotoxicity in p53ts cells at nonpermissive temperature; H1299-p53A138V viability at 39C, ATP luminescence, 24 h; Potency, µM (series often up to 46.1 µM), inactives show top-dose activity change, negative = cell killing, usual class: cytotoxic; 1.5% of 130,000 active; AID 902; also: nearly all actives have a fitted effect of over 55% in size
IkB sig inh = suppresses IkB signaling in ABC-DLBCL reporter cells | 0.04% of 110,000 active | ABC-DLBCL IkBa-CBG/CBR dual luciferase ratio, 4 h; response scale: scaled: untreated 0%, proteasome inhibitor 100% | Potency, µM (series often up to 57.1 µM), inactives show at the highest dose IkBa stabilization activation; active = well fitted curve in the direction sought with a large enough effect in the signal ratio, not every such curve was filed as active; inconclusive = small, poorly fitted or top-dose-only effect, or a change in a side signal; the % refers to the signal ratio;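 also: the direction sought is a rising ratio; 0% = basal untreated cells and 100% = reference inhibitor full response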
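Luminescence ratio of IκBα-fused green versus native red beetle luciferase in OCI-Ly3 cells, 4 h post-doxycycline with compound; red signal alone, scaled from basal (0%) to zero light (-100%), flagged nonspecific or cytotoxic effects.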
p53ts 32C kill = cytotoxicity in p53ts cells at permissive temperature; H1299-p53A138V at 32C, ATP luminescence viability, 24 h; Potency, µM (series often up to 46.1 µM), inactives show at the top dose activity change, negative = cytotoxicity, actives largely listed as cytotoxic; 0.93% of 130,000 active;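 also: 0% = DMSO and -100% = full killing by reference compound; nearly all actives have a fitted effect of over 55% in size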
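ATP-content luminescence (ATPlite) read-out after 24 h compound exposure at 32C in H1299-p53A138V cells (600/well). Tested up to 46 uM. Normalized to DMSO (0%) and 100 uM tamoxifen (100% killing); Hill-fit AC50.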
* = called active by the depositor; ? = inconclusive; · = not tested or not shown; [ ] = another dose, or the depositor's remark. Unless noted, calls follow the shape of the dose curve; as a rule, active = well fitted curve in the direction sought with a large enough effect; inconclusive = small, poorly fitted or top-dose-only effect, or another doubt; inactive = no such curve, though single readings can be large; an effect the other way counts as inactive or inconclusive. Unless noted, % is scaled to controls: 0 for no effect and ±100 for the full control effect; potency is read from the fitted curve at half-maximal effect.

molecule	Imprint erasure	p53ts 39C kill	IkB sig inh	p53ts 32C kill
O=C(O)[C@@H]1CCCN1Cc1c[nH]c2ccccc12	-3.0%[10.9 µM]	3.1%[9.22 µM]	-1.4%[11.4 µM]	1.0%[9.22 µM]
O=C(c1cnccn1)N1CCC2(CC1)CCN(C(c1ccccc1)c1ccccc1)CC2	·	4.0%	-0.8%[11.4 µM]	-7.6%
COC(=O)c1ccccc1NC(=O)[C@H]1O[C@@H]2OC(C)(C)O[C@@H]2[C@H]2OC(C)(C)O[C@H]21	-5.7%[10.9 µM]	-7.4%	2.6%	-7.5%
COc1cc(O)cc(OC)c1OC	-38.8%[inhibitor]	-3.2%	·	2.9%
Cc1cc(C)cc(N2C(=O)CC(n3ccnc3)C2=O)c1 (configuration not stated)	12.3%	8.2%	0.7%	-5.4%
CCCCCC1CC(CC(=O)O)C(=O)O1 (configuration not stated)	3.7%	-8.8%	-0.1%	0.8%
CC(=O)C1=C(C)OC(N)=C(C#N)C1c1ccncc1 (configuration not stated)	13.0%	-3.1%	2.7%	-2.9%
N#C/C(=C\c1ccc(-c2ccccc2C(=O)O)o1)c1nc2ccccc2[nH]1	-15.2%[10.9 µM]	-4.9%	?	-14.9%
Cc1c(C(=O)OCC(=O)N2CC(C)OC(C)C2)oc2ccc(Br)cc12 (configuration not stated)	-19.9%	0.1%	-0.2%	1.2%
O=C1COc2cc(S(=O)(=O)NCc3ccco3)c(Cl)cc2N1	14.8%[10.9 µM]	10.4%	0.5%	2.1%
COC(=O)c1nonc1NCn1nnc2ccccc21	15.0%	-0.4%	-0.3%	-0.1%
N#CC1=C(N)N(c2ccccc2)C2=C(C(=O)CCC2)C1c1ccsc1 (configuration not stated)	-10.5%	3.8%	9.3%	9.5%
O=C(O)c1cc(S(=O)(=O)Nc2cccc(Cl)c2)ccc1O	·	-11.0%	·	-2.2%
O=C(c1ccc2c(c1)N(Cc1ccc(Cl)cc1)C(=O)c1ccccc1S2(=O)=O)N1CCc2ccccc21	-6.3%[10.9 µM]	-19.3%	?	15.4%
O=C(CCn1c(=O)oc2ccccc21)N1CCc2ccccc21	12.5%	3.5%	-1.5%	-27.7%
COc1ccccc1N1CCN(S(=O)(=O)CCNC(=O)C(c2ccccc2)c2ccccc2)CC1	-8.9%[10.9 µM]	-6.5%	?	5.2%
COc1ccc(NC(=O)CSC2=Nc3ccccc3C3=NC(CC(=O)NCc4ccccc4OC)C(=O)N23)cc1Cl (configuration not stated)	-5.8%[10.9 µM]	-4.7%	2.9%	14.2%
C=CCc1c(C)nc(SC)nc1Nc1ccc(C(C)=O)cc1	-11.2%	-0.8%	?	0.2%
CCOC(=O)CSc1nnc(CNc2nc(-c3ccccc3)cs2)n1C	-9.4%	8.2%	0.2%	7.1%
COc1cccc(C(=O)Nc2cc(NC(=O)c3ccco3)ccc2OC)c1	-6.2%	-12.4%	-0.3%	-6.0%
CCOc1ccc(C2C(C(=O)c3ccco3)=C(O)C(=O)N2Cc2cccnc2)cc1 (configuration not stated)	2.0%	5.3%	-1.2%	3.8%
CCCCCCC(=O)c1c(C)[nH]c(C(=O)OCC)c1C	-27.2%	-15.8%	-4.0%	-2.3%
CCCCOc1ccc(NC2=NC3(CCCCC3)N=C(N)N2)cc1	-10.1%	-2.5%	?	8.7%
COc1cccc(C(=O)Nc2ccc(NC(=O)C3CC3)cn2)c1	-87.2%[inhibitor]	?	?	?
CCOc1ccc(CNS(=O)(=O)c2cc3c(cc2C)NC(=O)CO3)cc1	4.1%[10.9 µM]	12.7%	-1.6%	10.8%
CCCCC12CN3CC(C)(CN(C1)C3c1cc(Br)ccc1O)C2=O (configuration not stated)	-10.5%[10.9 µM]	-7.4%	?	5.9%
CCCCc1nn2c(=O)cc(COC(=O)c3cccc(Cl)c3)nc2s1	-3.3%[10.9 µM]	-4.8%	-1.0%	0.3%
O=C(N/N=C/C(Cl)=C/c1ccccc1)c1cnccn1	·	-0.4%	·	-14.5%
CCc1cccc(C)c1NC(=O)CN1C(=O)c2ccccc2Sc2ncccc21	-13.4%[10.9 µM]	-8.8%	-0.7%	10.5%
c1ccc(CNc2nnnn2-c2ccccc2)cc1	·	-6.0%	·	3.8%

One compound at a time, from the list above.
Results for CCc1cccc(C)c1NC(=O)CN1C(=O)c2ccccc2Sc2ncccc21 : Imprint erasure = -13.4%[10.9 µM]; p53ts 39C kill = -8.8%; IkB sig inh = -0.7%; p53ts 32C kill = 10.5%
Results for CCOc1ccc(CNS(=O)(=O)c2cc3c(cc2C)NC(=O)CO3)cc1 : Imprint erasure = 4.1%[10.9 µM]; p53ts 39C kill = 12.7%; IkB sig inh = -1.6%; p53ts 32C kill = 10.8%

Additional records follow.
molecule	Imprint erasure	p53ts 39C kill	IkB sig inh	p53ts 32C kill
COC(=O)c1ccccc1NC(=O)CC#N	-33.9%[inhibitor]	8.8%	20.0%	-5.1%
N#Cc1cccc(NC(=O)N2CC[C@@]3(CCCN(C(=O)c4cnccn4)C3)C2)c1	·	-7.1%	0.4%[11.4 µM]	1.8%
CCOC(=O)N1CCc2c(sc(NCc3cccc(F)c3)c2C(=O)Nc2ccc(OC)cc2)C1	-17.0%[10.9 µM]	0.8%	0.5%	12.0%
Cc1oc(-c2ccc(Cl)cc2)nc1CN1CCCC(C(=O)NCCCN2CCCC2=O)C1 (configuration not stated)	-12.9%	-2.7%	2.3%	-6.8%
CCOC(=O)N1CCC(NC(=O)CCc2nc(-c3ccccc3F)no2)CC1	-9.4%	11.5%	1.7%	8.2%
CCOC(=O)c1sc(NC(=O)CSc2nnc(C)s2)c(C(=O)OCC)c1C	-3.2%	-5.5%	2.2%	1.4%
CCCNC(=O)C1Cc2cc(S(=O)(=O)N3CCCCCC3)ccc2N1C(C)=O (configuration not stated)	3.9%[10.9 µM]	-19.2%	0.6%	4.3%
CC(C)CCNC(=O)C(c1ccco1)N(Cc1ccccc1)C(=O)c1snc(C(N)=O)c1N (configuration not stated)	-5.6%	15.3%	?	5.3%
Cc1c(C=O)c2ccccc2n1CC(=O)N1CCc2ccccc2C1	·	23.8%	·	10.1%
Cc1ccc(S(=O)(=O)c2cn(Cc3ccc(F)cc3)c3cc(F)c(F)cc3c2=O)cc1	18.6%[10.9 µM]	10.3%	3.4%	-1.7%
CN(C)S(=O)(=O)c1ccc2c(c1)nnn2CCNC(=O)Nc1ccc(Cl)cc1	-2.8%[10.9 µM]	-22.1%	-1.1%	-10.8%
O=C(C1CC1)N1CCN=C1SCc1ccc(F)cc1	-10.9%	?	-3.2%	-3.2%
Cc1nnc(N2C(=O)c3oc4ccccc4c(=O)c3C2c2ccco2)s1 (configuration not stated)	-4.8%	-3.3%	-0.2%	3.5%
Cn1c(SCC(N)=O)nnc1C1CCN(S(=O)(=O)c2ccccc2C(F)(F)F)CC1	-2.7%	-1.0%	0.3%	1.7%
COc1cccc(NC(=O)CSC2=Nc3ccccc3C3=NC(CC(=O)NCCc4ccccc4)C(=O)N23)c1 (configuration not stated)	1.5%[10.9 µM]	-15.2%	0.0%	5.1%
CC(=O)OC[C@H]1O[C@@H](O/N=C\[C@@H](C)[C@H](OCc2ccccc2)C(C)C)[C@H](OC(C)=O)[C@@H](OC(C)=O)[C@H]1OC(C)=O	·	8.1%[9.22 µM]	·	9.5%[9.22 µM]
Cc1ccc(CN(C(=O)c2ccccc2Br)C2CCS(=O)(=O)C2)o1 (configuration not stated)	-7.0%[10.9 µM]	17.9%	?	2.8%
C/C=C/c1ccc(OCCCCn2cncn2)c(OC)c1	-17.0%	-8.0%	-2.1%	7.2%
CC1=C(c2ccc(C)c(C)c2)S(=O)(=O)N(Cc2ccc(C(=O)NC(C)c3ccccc3)cc2)C1=O (configuration not stated)	11.3%[10.9 µM]	-20.8%	0.5%	6.2%
CCC(Sc1nnnn1C)C(=O)Nc1ccc(C(C)=O)cc1 (configuration not stated)	-0.2%	-2.2%	-0.1%	-2.8%
O=[N+]1C2=C(CCCC2)N([O-])C12CCCC2	1.0%	6.4%	0.0%	-7.9%
COc1ccc(OCC(=O)Nc2cccc3ncccc23)cc1	-8.5%	11.2%	4.1%	4.5%
CC(=O)N1CCCc2cc(S(=O)(=O)N3CCCC(C(=O)Nc4cc(Cl)ccc4C)C3)ccc21 (configuration not stated)	-12.4%[10.9 µM]	-18.1%	?	9.9%
COC(=O)C(Cc1ccc(O)cc1)NC(=O)c1ccccc1OC (configuration not stated)	-1.9%	10.1%	-0.2%	-9.0%
CCCN1CCN(C(=O)Cn2cccc2C(=O)c2ccccc2)CC1	-15.9%	-12.0%	-0.7%	-19.2%
CCCC(=O)NC(C)c1nc2ccccc2n1Cc1ccccc1 (configuration not stated)	-8.6%[10.9 µM]	3.3%	?	-4.2%
O=C(c1cn(-c2ccccc2)nc1-c1ccncc1)n1nnc2ccccc21	10.2%	6.5%	2.7%	-2.6%
CCN1c2ccccc2-c2nc3ccccc3n2C1c1ccncc1 (configuration not stated)	-5.9%	-13.1%	?	-4.4%
NC(CSC12CC3CC(CC(C3)C1)C2)C(=O)O (configuration not stated)	-8.4%	-1.7%	1.0%	4.9%
CCOC(=O)C1CCCN(C(=O)c2cn(CC(C)C)c(=O)c3cc(OC)c(OC)cc23)C1 (configuration not stated)	-8.6%	0.8%	-1.5%	13.2%
Nc1ncnc2c1ncn2C1CCCC1	-1.3%	10.1%	-6.4%	14.7%
Cc1ccc(C)c(Cn2c(C)c(CNCc3ccc(F)cc3)c(C(=O)O)c2C)c1	6.5%[10.9 µM]	-5.9%	2.6%	-5.4%
c1ccc2c(c1)oc1c(NCCCn3ccnc3)ncnc12	-2.6%	6.5%	-1.4%	8.1%
Cc1ccc(-n2nnnc2CNC(=O)c2ccccc2F)cc1C	4.3%[10.9 µM]	7.0%	-5.0%	-3.6%
COc1ccc(-c2nc(SCC(=O)Nc3ccccc3)c(-c3ccc(F)cc3)[nH]2)cc1OC	-5.1%[10.9 µM]	?	?	?
COCCNc1ncnc2ccc(-c3ccc(C(=O)N(C)C)cc3)cc12	-9.8%	1.4%	0.5%[11.4 µM]	5.0%
COc1ccc(-c2nc3cc(NC(=O)COc4ccc(F)cc4)ccc3o2)cc1	-12.8%[10.9 µM]	-3.8%	-3.8%	-11.1%
CCCn1c(SCC(=O)NC(=O)Nc2ccc(C)cc2C)n[nH]c1=O	-10.9%	-4.4%	-0.4%	1.0%
COCCNC(=O)Cn1cc2c(n1)CCCCC2	0.3%	-0.7%	-3.0%	-7.4%
COc1ccc(S(=O)(=O)Cc2ccc(C(=O)N3CCN(c4cccc(C)c4)C(C)C3)o2)cc1 (configuration not stated)	-20.6%	-3.4%	?	1.4%
CC1=C/C(=C/N(C)c2ccccc2)C(=O)S1	0.6%	3.0%	13.8%	-10.9%
C[C@H](CO)NC(=O)[C@H]1C[C@@H]1[C@H](NP(=O)(c1ccccc1)c1ccccc1)c1ccccc1	-4.4%	-2.6%	·	2.9%
CCC(=O)Nc1ccc2oc(-c3cccc(C)c3)nc2c1	-90.6%[inhibitor]	?	3.9%	12.6µM*

Sorted by length of the SMILES (low to high): part of the list above.
molecule	Imprint erasure	p53ts 39C kill	IkB sig inh	p53ts 32C kill
COCCNC(=O)Cn1cc2c(n1)CCCCC2	0.3%	-0.7%	-3.0%	-7.4%
CC1=C/C(=C/N(C)c2ccccc2)C(=O)S1	0.6%	3.0%	13.8%	-10.9%
COc1ccc(-c2nc3cc(NC(=O)COc4ccc(F)cc4)ccc3o2)cc1	-12.8%[10.9 µM]	-3.8%	-3.8%	-11.1%

Screening results (PubChem BioAssay)
